# CCR6 antag = CCR6 receptor antagonists, primary screen, cell-based, CHO-K1, luminescence, beta-arrestin, uHTS; AID 493098, 2011; CHO-K1 CCR6 PathHunter beta-arrestin, CCL20-stimulated; inhibition, % at 20 µM; hit rate 0.49% among 340,000;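 active = compounds whose inhibition of the agonist-driven luminescence signal at 20 µM reaches about 50%, limit read from the data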;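 also: cells stimulated with CCL20 at 14 nM final; plate controls were DMSO with CCL20 for no effect and DMSO without agonist for full effect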
# Target sequence (P51684 whole entry, looked up): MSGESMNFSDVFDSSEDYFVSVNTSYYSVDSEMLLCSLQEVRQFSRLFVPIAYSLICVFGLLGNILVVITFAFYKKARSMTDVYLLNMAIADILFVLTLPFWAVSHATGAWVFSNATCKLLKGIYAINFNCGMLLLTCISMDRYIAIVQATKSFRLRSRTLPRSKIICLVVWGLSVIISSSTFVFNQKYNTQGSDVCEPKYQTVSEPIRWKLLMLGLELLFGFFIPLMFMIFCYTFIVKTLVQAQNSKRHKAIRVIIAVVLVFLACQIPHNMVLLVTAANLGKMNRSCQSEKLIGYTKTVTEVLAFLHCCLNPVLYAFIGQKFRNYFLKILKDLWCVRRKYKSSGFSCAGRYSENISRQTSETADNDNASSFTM
# EBI2 antag = EBI2 receptor antagonists, beta-arrestin recruitment, primary screen, cell-based, luminescence, 7a,25-OHC stimulation, uHTS | inhibition, % at 5 µM | AID 651636, 2012 | hit rate 0.81% among 360,000 | 7a,25-OHC stimulated | G-protein coupled receptor 183 (Homo sapiens), P32249; in the data active = inhibition above about 38%;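 also: enzyme fragment complementation signal reports receptor beta-arrestin coupling in cells; 0% = agonist plus DMSO wells and 100% = wells without agonist; some results beyond the cut were filed as inactive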
# Target sequence (P32249 whole entry, looked up, the tested form may be a part): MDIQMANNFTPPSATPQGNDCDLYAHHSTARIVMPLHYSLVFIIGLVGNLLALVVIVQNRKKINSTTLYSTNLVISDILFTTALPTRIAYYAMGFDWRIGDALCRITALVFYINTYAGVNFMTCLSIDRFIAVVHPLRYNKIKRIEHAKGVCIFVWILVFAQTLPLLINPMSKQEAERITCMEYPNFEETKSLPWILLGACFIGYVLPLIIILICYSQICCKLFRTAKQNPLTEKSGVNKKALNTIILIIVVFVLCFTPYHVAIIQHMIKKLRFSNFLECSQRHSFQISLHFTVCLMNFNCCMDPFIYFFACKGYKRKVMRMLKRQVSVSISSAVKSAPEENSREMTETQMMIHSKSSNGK
# Gli-Sufu antag = Gli-Sufu pathway antagonists, primary screen, luciferase luminescence, Sufu-KO-LIGHT cells, uHTS | Sufu-KO-LIGHT fibroblasts, Gli luciferase reporter luminescence | inhibition, % at 5 µM | hit rate 0.74% among 340,000 | AID 588413, 2011;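 active = inhibition above about 55%, limit read from the data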;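 also: 0% = DMSO-treated cells and 100% = wells with medium but no cells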
# Numbers without * were called inactive.
# Preview:
SMILES,CCR6 antag,EBI2 antag,Gli-Sufu antag
O=C(O)C(CCc1ccccn1)c1ccccc1 (stereo unspecified),9.0,-5.9,-1.3
C=CCNC(=O)c1onc(CSc2ccc(OC)cc2)c1C(=O)O,2.0,-9.3,-5.2

# Results, previewed entries included:
SMILES,CCR6 antag,EBI2 antag,Gli-Sufu antag
O=C(O)C(CCc1ccccn1)c1ccccc1 (stereo unspecified),9.0,-5.9,-1.3
C=CCNC(=O)c1onc(CSc2ccc(OC)cc2)c1C(=O)O,2.0,-9.3,-5.2
COc1ccc(CNC(=O)c2c(O)c3cccc4c3n(c2=O)CCC4)cc1,10.5,10.6,-4.1
CC1([N+](=O)[O-])COC(c2cccc3ccccc23)OC1 (stereo unspecified),2.6,-0.1,9.1
COC(=O)[C@H](Cc1ccccc1)NCCCn1cnc(C(=O)Nc2ccc(C)c(C)c2)n1,11.7,-11.3,-4.7
CS(=O)(=O)NCC(c1cccnc1)N1CCN(c2ccc(F)cc2)CC1 (stereo unspecified),12.3,-7.4,23.9
C[C@H]1CN(S(=O)C(C)(C)C)[C@@H](CCO)/C1=C\c1ccccc1 (stereo partly specified),11.9,-6.8,0.5
O=C(Cc1ccc(NC(=O)C2CCCN(C(=O)C3CCCCC3)C2)cc1)Nc1ccc(C(=O)N2CCOCC2)cc1 (stereo unspecified),-4.4,-1.1,-1.5
Cc1ccc(Cl)cc1N1CCN(S(=O)(=O)N2CCCCC2)CC1,19.1,0.4,13.1
Cc1ccc(C2C(C#N)=C(N)Oc3n[nH]c(-c4ccccc4)c32)o1 (stereo unspecified),-37.4,-2.3,9.7
C#CCOCCOCCOCCNc1nc(N2CCN(C(=O)Cn3cc(CCCN=C(N)N)nn3)CC2)nc(N2CCN(C(=O)Cn3cc(CC(C)O)nn3)CC2)n1 (stereo unspecified),1.7,-9.0,-6.5
CCc1ccc(OC2=NS(=O)(=O)c3ccccc32)cc1,33.5,-1.4,-6.9
COC(=O)c1ccc2cc(OC)cc([N+](=O)[O-])c2n1,-10.8,1.6,-10.3
C=CS(=O)(=O)c1sc(Cl)c(N2CCOCC2)c1[N+](=O)[O-],17.8,-9.0,-5.8
O=C(CCNS(=O)(=O)c1ccc(Br)s1)N1CCN(c2ccccc2)CC1,15.1,0.5,9.8
CCOC(=O)Cn1nc(C)c(NC(=O)c2cccc([N+](=O)[O-])c2)c1C,3.0,-11.7,-7.8
COCCNC(=S)N1CCC(C(=O)c2ccc(F)cc2)CC1,11.4,-0.3,3.0
c1ccc2c(c1)CNc1ccccc1-2,5.5,-3.1,9.1
Cc1nn(C)c(C)c1N1C(=O)c2cccc3c(N)ccc(c23)C1=O,-16.2,-7.9,-3.1
CN(C)c1ccc(C=c2c3cc(O)ccc3n3c2cc(-c2ccccc2)[n+]3C)cc1,31.5,-4.1,71.8*
CCOC(=O)c1sc(N2C(=O)C(O)=C(C(=O)c3ccco3)C2c2cccc([N+](=O)[O-])c2)nc1C (stereo unspecified),24.5,-7.1,-9.2
CN(C)C(=O)c1ccc(NC(=O)c2cccc(S(=O)(=O)N3CCN(Cc4ccccc4)CC3)c2)cc1,2.0,-23.3,6.6
Cc1ccc2c(nc3s/c(=C/c4cccs4)c(=O)n32)c1C,13.5,0.1,-12.8
CC(=O)c1ccc2c(c1)CCN2,7.7,-5.1,-31.8
COc1cccc(/C=N/NC(=O)CNC(=O)C2COc3ccccc3O2)c1O (stereo unspecified),9.8,-2.2,-9.7
Oc1ccc(C23CC4CC(CC(C4)C2)C3)cc1O,-3.4,9.8,-4.0
COc1ccc(C(=O)n2nnc3ccccc32)cc1OC,36.3,2.6,-1.5
O=C(NCCc1ccccc1)c1cccc(NC(=O)c2ccccc2)c1,7.4,-5.6,-46.5
COc1cc2c3c(c1OC)-c1cc4c(cc1CC3(C#N)N(C(=O)c1ccccc1)CC2)OCO4 (stereo unspecified),13.0,15.8,9.0
O=C(Nc1ccccc1)OCCNC1CCCCC1,-2.6,-0.9,-17.5
CC(C)C[C@H]1CN([C@@H](CC(C)C)CN2CCC[C@@H]2CN2C(=O)C(=O)NC[C@@H]2Cc2ccccc2)C(=O)C(=O)N1CCc1ccccc1,9.2,-1.9,14.1
COc1ccc(/C=C2/N=C(SCC(=O)Nc3cc(C)on3)N(c3ccccc3)C2=O)cc1,-10.9,1.4,-7.0
O=C(OCC#CCSc1nnc(-c2ccncc2)o1)c1sc2ccccc2c1Cl,5.6,9.4,22.7
COc1ccc(C(CC(=O)O)c2cc(OC)c(OC)c(OC)c2)cc1OC (stereo unspecified),10.5,4.3,4.6
C#CCN1C=CC(=O)[C@@H](O)[C@H]1c1ccccc1Br,3.3,-7.6,1.1
COc1ccc2ccc3cccc[n+]3c2c1,4.5,7.5,-25.7
C#CC(=O)CC1(CN(Cc2ccccc2)C(=O)OC(C)(C)C)CCCCC1,10.1,3.3,-0.1
CC(C)(C)OC(=O)N(CCc1ccccc1)Cc1ccc(OCc2cccc(NC(=O)c3ccccc3)c2)cc1,25.4,23.6,4.2
CCN1C[C@@H]2[C@@H]3C(=O)N(Cc4ccccc4)C(=O)[C@@H]3[C@](CC)(C1=O)N2C(=O)c1ccc(Br)cc1,5.1,-3.1,0.6
COc1ccc(CNc2ccc(N3CCN(C(C)=O)CC3)cc2)cc1OC,-4.5,-5.5,4.3
CCOc1ccc2c(ccc(/C=C/c3cc(C)c4cccnc4c3O)[n+]2C)c1,30.6,-2.7,17.7
NCC(=O)NCC(=O)NC[C@H]1O[C@@H](n2ccc(=O)[nH]c2=O)[C@H](O)[C@@H]1O,6.0,0.8,4.4
CC(C)(C)S(=O)(=O)N1Cc2cc(CO)cc(CCO)c2[C@@H]1CCO,-0.3,-4.0,1.1
Cc1nc2nc3c(cn2n1)C(=O)CC(c1ccccc1)C3 (stereo unspecified),-4.5,1.3,-24.3
CC(C)(C)c1ccc(C(=O)Nc2cccc3c(=O)[nH][nH]c(=O)c23)cc1,11.8,2.4,15.8
Nc1o[nH]c(=O)c1C1CCCCC1,-9.1,6.0,-5.7
O=C(OCCOc1ccccc1F)c1cc(S(=O)(=O)N2CCOCC2)ccc1F,-17.9,-6.4,2.4
C(=C1c2ccccc2-c2ccccc21)c1ccncc1,1.2,8.1,-6.5
CCOc1ccc2nc(NC(=O)c3cccc(-c4cc5ccccc5oc4=O)c3)sc2c1,-1.8,6.3,6.9
COCCCN(C(=O)CSc1nc2ccccc2c(=O)n1C)c1c(N)n(Cc2ccccc2)c(=O)[nH]c1=O,-0.5,5.4,-0.2
CCn1c(SCC(=O)N2CCC(C(N)=O)(N3CCCCC3)CC2)nc2ccccc2c1=O,-9.3,5.2,1.4
CC1=CC2C(C3C=CC2(C)C(=O)C3(C)O)C(C)(O)C1=O (stereo unspecified),1.7,-9.1,1.7
O=C(Cc1ccc(Cl)cc1)NCCc1c[nH]c2ccccc12,10.3,34.3,10.5
COc1ccc(N2CCN(C(=O)COC(=O)[C@@H](NC(=O)c3c(F)cccc3F)C(C)C)CC2)cc1,6.3,0.3,2.2
CSCCC(NC(C)=O)C(=O)Oc1ccc2c3c(c(=O)oc2c1)CCCC3 (stereo unspecified),13.5,-2.9,-2.0
NN=C1c2ccccc2-c2ccc(N)cc21,12.2,-8.9,-12.3
COc1ccc(CSc2nnc(NC(C)=O)s2)cc1[N+](=O)[O-],-3.1,1.2,-8.3
Cc1cc(Nc2ncc(Cl)cc2Cl)n(-c2ccccn2)n1,-7.3,10.0,-12.1
Nc1nc(=S)c2[nH]c(=S)[nH]c2[nH]1,-6.8,3.8,4.3
CC(=O)Nc1ccc(Nc2cc(C)nc3c(-c4ccccc4)cnn23)cc1,6.0,27.1,-7.7

# (next part)
SMILES,CCR6 antag,EBI2 antag,Gli-Sufu antag
Cc1cc(NC(=O)C(C)SCC(=O)Nc2cccc(S(=O)(=O)N3CCCCCC3)c2)no1 (stereo unspecified),10.9,-1.7,-0.9
COc1cc(/C=C/C(=O)OCC(=O)N2CCN(S(=O)(=O)c3ccc(C)cc3C)CC2)ccc1OC(F)F,7.3,-1.4,2.0
Cc1cccn2c(=O)c3cc(C(=O)NCc4ccc(F)cc4)c(=N)n(CCCN4CCOCC4)c3nc12,22.8,4.8,10.8
CCCCSc1nc(N)nc2c1ncn2C1OC(CO)C(O)C1O (stereo unspecified),-4.3,5.7,-53.1
CCc1ccc(CCC(=O)N2CCN(S(=O)(=O)c3sc(C(=O)O)c(C)c3C(=O)O)CC2)cc1,-6.9,0.7,10.7
O=C1CSC(=S)N1c1ccccc1,12.7,5.3,1.6
CSc1nnc2c3ccccc3c3ccccc3c2n1,10.3,3.9,14.8
CN1c2ccccc2N(C)C1(C)c1ccccc1,23.2,-6.7,60.7*
c1cc(N2CCCCC2)nc(N2CCCCC2)n1,8.8,1.6,-5.8
ClCCn1cnc2c(SCc3ccccc3)ncnc21,15.7,-5.9,-43.9
CCOC(=O)N1CCC(NC(=O)c2cn(-c3ccc(OC)cc3)c(=O)c3ccccc23)CC1,14.2,7.6,11.0
S=C(NCCc1ccccc1)Nc1ncccn1,4.6,7.0,-37.9
CCN(CC)CCN1C(=O)C(=O)/C(=C(/O)c2ccc(Cl)cc2)C1c1ccncc1 (stereo unspecified),-1.5,-10.9,-9.8
COc1ccc(C2=NNC(=O)C2(C)Br)cc1 (stereo unspecified),-0.6,-3.3,1.9
CC(C)CN1CC(C)C(=O)N(c2ccccc2)C1=O (stereo unspecified),-2.2,-8.9,-4.1
O=C(c1ccccc1)c1ccc2ccccc2c1,14.5,-5.3,-35.6
CCN(CC)S(=O)(=O)c1cccc(NC(=O)c2ccc(S(=O)(=O)N3CCCC3)cc2)c1,18.3,-9.5,-4.9
Oc1ccc(C=NNc2ccccn2)c(O)c1,-5.1,-7.2,43.9
NC1=NOC(=O)C1C1CCCCC1 (stereo unspecified),-26.5,-25.4,-9.1
NC(=O)C1CCCN1Cc1ccc2c(c1)OCO2 (stereo unspecified),-1.2,0.9,-4.8

# Among those listed so far, 5 have a thiophene ring, fused or not.
SMILES,CCR6 antag,EBI2 antag,Gli-Sufu antag
C=CS(=O)(=O)c1sc(Cl)c(N2CCOCC2)c1[N+](=O)[O-],17.8,-9.0,-5.8
O=C(CCNS(=O)(=O)c1ccc(Br)s1)N1CCN(c2ccccc2)CC1,15.1,0.5,9.8
Cc1ccc2c(nc3s/c(=C/c4cccs4)c(=O)n32)c1C,13.5,0.1,-12.8
O=C(OCC#CCSc1nnc(-c2ccncc2)o1)c1sc2ccccc2c1Cl,5.6,9.4,22.7
CCc1ccc(CCC(=O)N2CCN(S(=O)(=O)c3sc(C(=O)O)c(C)c3C(=O)O)CC2)cc1,-6.9,0.7,10.7

# (further entries)
SMILES,CCR6 antag,EBI2 antag,Gli-Sufu antag
CCOC(=O)/C(=C/c1ccc(OC(F)F)cc1)C1=Nn2c(nnc2-c2ccc(Cl)cc2)SC1,35.6,47.5*,10.2
NC1=CC(=O)C(=O)c2ccccc21,10.1,-24.2,9.5
O=C1NCCN1c1ccccc1,-3.4,-4.3,0.3
c1ccc2c(c1)OC1OC2Oc2ccccc21,19.4,3.2,-5.1
Cc1ccc(NC(=O)C(C)OC(=O)c2cc(=O)[nH]c3ccccc23)cc1S(=O)(=O)N1CCOCC1 (stereo unspecified),20.8,-9.2,3.9
COc1ccc(C(OCC(O)CNCCc2ccccc2)c2ccc(OC)cc2)cc1 (stereo unspecified),19.7,10.1,13.6
NC(=O)COc1ccc2oc(-c3ccccc3)cc(=O)c2c1,14.4,-3.0,-1.2
Cc1cn(CC(=O)N(C)Cc2ccco2)c(=O)[nH]c1=O,-4.8,-4.8,-7.8
Cc1cccc2cc(CN(Cc3cccs3)C(c3nnnn3C3CCCC3)C(C)C)c(=O)[nH]c12 (stereo unspecified),-19.2,-2.5,-3.4
Cc1[nH]n(-c2ccc(C(=O)O)cc2)c(=O)c1CCO,-2.7,2.1,4.1
CC(=O)OCC1(C)CN(c2ccccc2)N(C(=O)c2ccc(C(C)(C)C)cc2)C1=O (stereo unspecified),26.6,-5.8,-19.7
COc1ccccc1CNS(=O)(=O)c1cc(C(=O)N(C)Cc2cccnc2)c(Cl)cc1Cl,18.6,3.0,3.0
COc1cc(/C=C(\C#N)C(=O)Nc2cccnc2)ccc1OC(C)C,-4.6,-4.5,-8.7
COc1ccccc1N1CCN(C(=O)c2oc3ccccc3c2C)CC1,2.7,25.3,9.4
O=C1[C@H](Cc2ccccc2)NCC=CC[C@@H](c2ccco2)N1Cc1ccccc1,-3.9,0.0,-2.9
COCCN(C(=O)COC(=O)COc1ccc2ccccc2c1)c1c(N)n(Cc2ccccc2)c(=O)[nH]c1=O,5.5,-0.1,-3.5
CC(/C=N/NC(=O)c1ccccn1)=C\c1ccco1,0.0,-36.7,-35.8
CCOC(=O)C(C)Oc1ccc(C2NC(=O)NC(C)=C2C(=O)Nc2ccccc2C)cc1 (stereo unspecified),-3.5,-7.1,-0.7
O=C(c1ccc([N+](=O)[O-])cc1)N(Cc1ccccc1)Cc1ccccc1,20.1,25.2,2.6
CC(=O)Nc1ccc(Nc2ccc(S(=O)(=O)C(F)(F)F)cc2[N+](=O)[O-])cc1,3.6,-3.9,3.3

# As a short view, part of the list above.
SMILES,CCR6 antag,EBI2 antag,Gli-Sufu antag
O=C1[C@H](Cc2ccccc2)NCC=CC[C@@H](c2ccco2)N1Cc1ccccc1,-3.9,0.0,-2.9
COCCN(C(=O)COC(=O)COc1ccc2ccccc2c1)c1c(N)n(Cc2ccccc2)c(=O)[nH]c1=O,5.5,-0.1,-3.5
CC(/C=N/NC(=O)c1ccccn1)=C\c1ccco1,0.0,-36.7,-35.8

# The list is partial; the hit share may differ from the screen's.
